Peg3 prom inh – Peg3 promoter activity inhibition. HeLa PEG-Prom luciferase reporter, luminescence, overnight. inhibition, % at 20 µM. hit rate 1.7% among 360,000;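 active means inhibition of at least 50% at 20 µM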
CF NFkB inh – inhibitors of cystic fibrosis induced NF-kB; KKLEB NF-kB-GFP reporter, PAF-induced, GFP fluorescence overnight; inhibition, % at 5 µM; hit rate 0.86% among 360,000; AID 588850;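 active means at least 50% inhibition at 5 µM, scaled per plate between neutral and stimulator controls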;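 further: PAF is a Pseudomonas aeruginosa culture filtrate used as stimulus; plate controls were PAF-stimulated DMSO wells for no effect and unstimulated DMSO wells for full effect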
HIF-2a inh – blocks HIF-2a reporter activity | 786-0 RCC cells HIF-2a reporter, luciferase luminescence, overnight | inhibition, % at 18.8 µM | hit rate 0.72% among 360,000;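 active means inhibition of the luminescence signal of 40% or more relative to plate controls, in a single-dose primary screen at 18.75 µM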
MITF TRPM1 inh – reduces MITF-dependent TRPM1 promoter luciferase signal; AID 488899; hit rate 0.83% among 330,000; SK-MEL-5 TRPM1 promoter luciferase, 24 h; inhibition, % at 12.5 µM;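 active means mean inhibition across replicates of 60% or more, whatever share of single replicates reaches that level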; further: values of inactives mirror those of a sister screen read the other way
Shn3 inh set2 – Schnurri-3 reporter inhibition in Clone20 osteoblasts; inhibition, % at 12.5 µM; Clone20 osteoblast Shn3 3'UTR firefly luciferase, 24 h; AID 588674; hit rate 0.52% among 360,000;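 active means mean inhibition of at least 75% with every replicate also reaching 75%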;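 further: 0% = median of neutral control wells and 100% = pilot-screen positive control compound; some compounds past the cut are filed as inactive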
aDG glyco up – alpha-DG glycosylation activation. Pro5-aDG cells, alpha-DG glycosylation AlphaScreen (IIH6); 0% Pro5, 100% B10-LARGE cell signal. activation, % at 10 µM. hit rate 0.22% among 360,000. AID 624168;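 active means activation of at least 8% versus controls, or a plate z-score of at least 8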;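 further: Pro5 are CHO cells carrying HIG-tagged alpha-DG that lacks glycosylation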
NR2E3 ag-1 – activates human NR2E3 receptor; CHO-S Gal4-NCOR/VP16-NR2E3 two-hybrid, luciferase; inhibition of corepressor binding, % at 3.98 µM; hit rate 0.35% among 360,000; Q9Y5X4; AID 602229;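 active means inhibition above the mean of all tested compounds plus 3 SD, cut at about 70% in these data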;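 further: 0% = DMSO with NR2E3 transfected cells and 100% = cells lacking NR2E3 construct; higher means lower luciferase signal from less NR2E3 corepressor binding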
Target sequence (Q9Y5X4 whole entry, looked up, the tested form may be a part): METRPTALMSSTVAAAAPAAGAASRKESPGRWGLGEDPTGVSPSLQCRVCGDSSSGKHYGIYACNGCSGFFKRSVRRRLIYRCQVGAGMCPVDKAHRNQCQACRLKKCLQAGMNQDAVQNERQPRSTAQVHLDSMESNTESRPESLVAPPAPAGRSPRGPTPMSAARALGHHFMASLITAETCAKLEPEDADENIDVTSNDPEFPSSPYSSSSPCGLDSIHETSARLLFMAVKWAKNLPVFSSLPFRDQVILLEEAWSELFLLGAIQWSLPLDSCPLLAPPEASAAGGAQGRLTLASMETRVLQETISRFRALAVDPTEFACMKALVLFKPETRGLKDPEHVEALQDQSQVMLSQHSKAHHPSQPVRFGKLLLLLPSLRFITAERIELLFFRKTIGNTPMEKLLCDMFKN
KKLEB tox – reduces viability of KKLEB cystic fibrosis airway cells; KKLEB CF airway cells viability, ATPlite luminescence, overnight; stronger effect = lower value; cells stimulated with P. aeruginosa culture filtrate; activity change (cytotoxicity), % at 5 µM; hit rate 0.36% among 360,000;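 active means corrected activity change at or below -50% at 5 µM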
TWEAK Fn14 block – TWEAK-Fn14 signaling inhibition | AID 1159606 | hit rate 2% among 360,000 | TWEAK-stimulated Fn14 reporter cells, luciferase luminescence, 8 h | inhibition, % at 10 µM; in the data active means inhibition above about 50%
iPSC survival up – hiPSC single-cell survival enhancement. AID 602274. survival enhancement, % at 20 µM. ATPlite luminescence; 100% = ROCK inhibitor wells, 0% = DMSO. hit rate 0.044% among 360,000; in the data active means survival enhancement above about 18%;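 further: cells exposed to compounds for 16 hours before the ATP read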
NR2E3 ag-2 – agonists of human nuclear receptor NR2E3; Q9Y5X4; GST-NR2E3/biotin-RetCOR TR-FRET, 1536-well; inhibition of corepressor binding, % at 4.78 µM; hit rate 0.12% among 320,000; AID 2300;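 active means percent inhibition above the cutoff of mean plus 3 SD of all tested compounds, set per screening campaign, cut at about 20% in these data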;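 further: 0% = DMSO wells and 100% = biotin wells as full block of FRET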
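Test system: GST-NR2E3 and biotin-RetCOR proteins | Quantity: 1.35 nM GST-tagged NR2E3 final | Medium: Tris pH 7.5 | Also added: 7 nM biotin-RetCOR | Dosing: Compound at 4.8 µM, single dose | Timing: 5 h at 4 °C | Detection: Time-resolved FRET | Read-out basis: Percent inhibition | Benchmarks: Biotin wells as high control, 0.6% DMSO wells as low control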
* = called active by the depositor; . = no result given.

SMILES	Peg3 prom inh	CF NFkB inh	HIF-2a inh	MITF TRPM1 inh	Shn3 inh set2	aDG glyco up	NR2E3 ag-1	KKLEB tox	TWEAK Fn14 block	iPSC survival up	NR2E3 ag-2
O=C(O)CNC(=O)C1(N2C(=O)c3ccccc3C2=O)CCCC1	7	-30	5	0	6	-0.2	-39	29	-9	0.5	.
O=C1OCC(Cn2c3ccccc3c3ccccc32)O1 (stereo not drawn)	14	24	26	1	-29	-0.1	-6	-13	14	2.5	-1
CN(/C(=N/S(=O)(=O)c1cccs1)c1ccccc1)c1ccccc1	5	-2	22	4	11	0.0	-3	0	22	-2.3	-2
COc1ccccc1CNC(=O)CCCC(=O)n1nc(C)c2ccccc21	7	6	-8	-5	-10	-0.1	-33	9	-19	0.2	3
O=C(NCCOc1ccc(Cl)cc1)C1CCCCC1	-5	-8	-6	-5	-3	0.2	8	3	0	-0.8	1
Cc1nn(-c2ccccc2)c(Oc2ccc(F)cc2)c1/C=N/n1cnnc1	10	-8	21	-13	6	-0.2	-15	-3	-8	-0.1	-3
CCN(CC)C(=O)C1c2ccccc2Oc2ccccc21	17	-7	21	-12	-12	0.1	-1	3	61*	-0.6	-7
CCOC(=O)C(C(=O)NCCCN1CCOCC1)C1CCCCC1 (stereo not drawn)	8	-8	8	2	-9	-0.1	-4	8	-20	3.3	3
O=c1[nH][nH]c(C(F)(F)F)c1C=NCc1ccc(Cl)cc1	12	8	12	3	2	-0.2	-13	3	-6	1.4	-4
O=C1NC(=O)/C(=C/c2ccc(-c3cc(C(=O)O)ccc3Cl)o2)S1	10	-21	16	4	-23	0.1	1	3	15	-0.1	5
CCOn1c(=O)c[n+]([O-])c2ccccc21	-3	2	19	22	0	0.2	-23	9	3	0.8	-2
N#CCC(=O)Nc1ccc(C(=O)OCC(=O)N(C2CCCCC2)C2CCCCC2)cc1	8	-24	20	7	-10	-0.1	-22	7	-6	0.6	-5
O=C(NCCCN1CCCC1)c1ccc2c(c1)N(Cc1ccc(F)cc1)C(=O)c1ccccc1S2=O (stereo not drawn)	-1	6	2	-21	-13	-0.3	-18	4	9	-0.4	1
CCOC(=O)c1cnc(N2CCN(C(=O)OCC)CC2)[nH]c1=O	8	0	7	5	-2	-0.2	-23	-5	9	-0.6	-3
Cc1cc(C)n(-c2ccc(C(=O)Oc3ccc4c(c3)OCO4)cc2)n1	-18	-3	-3	-2	-14	0.1	16	13	-14	-2.0	-2
C=CCNC(=O)C12CC3(C)CC(C)(CC(C)(C3)C1)C2	1	8	5	10	8	0.3	-11	-6	0	1.8	0
Cc1ccc(S(=O)(=O)N2[C@@H](c3ccc(Cl)c(Cl)c3)C(C(=O)O)=C[C@H]2CC2CCCC2)cc1	1	27	12	4	-6	0.0	88*	9	11	1.9	.
Oc1ccc(Cl)cc1C1=NNC(c2ccc(Cl)cc2)C1 (stereo not drawn)	-76	18	-173	-4	-41	-0.2	-24	-8	-7	-1.3	0
Cc1ccc(S(=O)(=O)NC(=NC2CCCCC2)c2ccccc2)cc1	1	1	14	0	8	-0.1	3	-5	0	-0.4	6
Fc1ccc2c(c1)C(c1ccncc1)=NNC(c1ccc(Cl)cc1)=N2	12	6	3	3	13	0.1	-18	4	10	5.4	0

Shown as a hit in NR2E3 ag-1, of those listed so far:
structure | Peg3 prom inh | CF NFkB inh | HIF-2a inh | MITF TRPM1 inh | Shn3 inh set2 | aDG glyco up | NR2E3 ag-1 | TWEAK Fn14 block | NR2E3 ag-2
Cc1ccc(S(=O)(=O)N2[C@@H](c3ccc(Cl)c(Cl)c3)C(C(=O)O)=C[C@H]2CC2CCCC2)cc1 | 1 | 27 | 12 | 4 | -6 | 0.0 | 88* | 11 | .

The list continues:
SMILES	Peg3 prom inh	CF NFkB inh	HIF-2a inh	MITF TRPM1 inh	Shn3 inh set2	aDG glyco up	NR2E3 ag-1	KKLEB tox	TWEAK Fn14 block	iPSC survival up	NR2E3 ag-2
COc1ccc(CN(C)C(=O)COC(=O)c2c(C)nn(-c3ccc(F)cc3)c2Cl)cc1	14	11	-3	7	19	-0.1	-4	-17	-13	1.3	1
C/C(CC(=O)Nc1ccc(Cl)cc1Cl)=N\NC(=O)C(=O)N1CCCC1	-8	-6	3	0	-14	-0.1	-9	0	2	-0.3	-1
CC[C@]12c3[nH]c4cc(CCC(=O)N(C)C)ccc4c3CCN1C(=O)[C@@H](CC(=O)NCc1ccc(OC)c(OC)c1)C[C@@H]2C(=O)N1CCN(C(=O)c2ccco2)CC1	-14	-27	2	2	9	-0.2	-35	-9	-8	2.7	.
COC(=O)c1sc(N2C(=O)C(O)=C(C(=O)c3ccc(C)o3)C2c2ccc([N+](=O)[O-])cc2)nc1C (stereo not drawn)	-10	5	-36	0	13	-0.1	-23	3	-12	-0.2	7
O=C(NNC(=O)C1CC1)c1cc2cc3ccccc3nc2s1	-32	12	-40	-8	-10	-0.2	-33	8	11	-0.4	-1
O=C(CN(CCN1CCOCC1)C(=O)Cn1nnc(-c2ccc(F)cc2)n1)NC1CCCCC1	17	-9	4	10	14	0.2	25	4	15	-1.0	0
Cc1nc2nc(C)c(NS(=O)(=O)c3ccc4c(c3)CCCC4)c(=O)n2[nH]1	-5	13	8	38	-5	0.1	9	10	8	-0.7	4
CCOC(=O)c1[nH]c2ccc(OC)cc2c1NS(=O)(=O)c1ccc(OC)cc1OC	16	-2	9	13	-7	0.4	1	-11	2	-0.9	3
O=C(COC(=O)c1ccccc1NC(=O)c1ccccc1)c1cccc([N+](=O)[O-])c1	15	-6	14	-7	1	0.1	-26	-1	-1	2.2	-2
CCn1c2c(c3cc(OCC(C)C)ccc31)CCCC2=O	9	12	10	-13	24	-0.1	-13	-4	-16	-1.6	3
COCCNC(=O)C1CC2Cn3c(nc4ccccc43)C2N1C (stereo not drawn)	-12	-41	5	15	20	-0.1	-5	22	7	-1.9	1
CC(Sc1nnc(-c2ccccc2)c(-c2ccccc2)n1)C(=O)NCC1CCCO1 (stereo not drawn)	11	-13	15	-2	9	-0.3	6	-1	-24	4.2	.
O=C(O)c1ccc(CNC(=O)c2ccc(S(=O)(=O)N3CCCC3)cc2)cc1	9	1	12	.	6	-0.3	-9	-4	-11	5.3	.
Cc1ccc(OCc2cc(C(=O)N(C)C3CCCc4ccccc43)no2)cc1C (stereo not drawn)	-148	15	-169	.	-67	-0.2	-67	-14	-38	-1.6	.
CC1CCCCC1NC(=O)CN1C(=O)CSc2cc(S(=O)(=O)N3CCCCCC3)ccc21 (stereo not drawn)	13	20	18	4	10	0.2	-20	-4	-10	0.1	1
O=C(COC(=O)C1COc2ccccc2O1)NC(=O)NC1CCCCC1 (stereo not drawn)	2	-1	5	1	2	-0.4	-9	2	3	1.1	3
CN(c1ccc(O)cc1)c1nc(O)c(C2=c3ccccc3=NC2=O)s1	-243	-39	-290	-78	-11	-0.3	-61	7	-44	-0.8	2
Cc1ccc(C(=O)CN(CCCC(N)=O)S(=O)(=O)c2ccc([N+](=O)[O-])cc2)cc1	-1	-25	-12	6	-16	-0.1	-17	12	-3	-2.4	-1
COC(=O)CSc1ccc(S(=O)(=O)N2CCOCC2)cc1[N+](=O)[O-]	14	-8	21	13	-10	-0.2	2	-11	2	0.2	-2
CC(CCOS(N)(=O)=O)c1ccccc1 (stereo not drawn)	-1	-10	10	3	-10	0.0	1	-12	5	1.2	3
COc1cc(NC(C)=O)c2ncccc2c1[N+](=O)[O-]	14	8	0	-5	4	0.4	-16	-13	44	-1.0	1
Cc1ccccc1C(=O)c1c[nH]c(C(N)=O)c1	-13	4	-4	-11	11	0.0	4	6	2	-1.5	-1
CCP(=O)(CC)C(C)(C)CP(=O)(c1ccccc1)c1ccccc1	0	12	-3	-5	12	-0.1	6	-1	1	-0.4	4
O=C(O)c1sc(C(=O)O)c(-c2ccccc2)c1-c1ccccc1	-4	-38	12	.	3	0.0	-10	29	0	-1.5	.
O=c1c2sccc2[nH]c(=S)n1-c1ccccc1	1	-2	12	1	-20	0.0	-2	5	8	-0.2	1
CCOC(=O)[C@]12CCC=C1N(Cc1ccc(Cl)cc1Cl)C(=O)[C@H](CC(=O)NCC1CCCCC1)C2	.	.	-25	.	.	-0.1	-5	.	-6	0.2	.
Cc1ccc(C(=O)N2CCN(c3ccc(NC(=O)c4ccc5c(c4)OCCO5)cc3)CC2)cc1	27	15	13	47	70	2.9	2	-11	76*	-0.6	-5
CNc1nc2cccnc2s1	0	10	-7	-11	-13	0.0	-16	7	-16	-0.3	2
CC1CC2(C)CC(C)C1(COC(=O)Nc1ccccc1)CO2 (stereo not drawn)	-38	-2	-56	-10	-7	-0.3	-40	-5	0	-1.2	9
CC(Sc1nnnn1C)C(=O)Nc1ccc(Oc2ccccc2)cc1 (stereo not drawn)	-13	-1	-34	-15	-2	-0.3	5	-2	2	-2.2	3
C=CCn1c(SCC(=O)N2CCc3ccccc3C2)nc2sc(CC)cc2c1=O	4	-6	11	10	-6	0.8	14	5	21	0.3	2
COc1ccccc1-c1c(C)nn2c(N)c(-c3ccc(Cl)cc3)cnc12	18	9	13	-12	-23	0.1	12	-4	-29	0.2	2
O=C(COC(=O)CCC(=O)c1cccs1)NCc1cccs1	12	0	5	0	-26	0.1	-6	-12	0	-0.7	-1
CCN(CC)P1(=O)OC(c2cc(OC)c(OC)c(OC)c2)=Nc2c1c(C)nn2-c1ccccc1 (stereo not drawn)	2	7	0	7	0	-0.2	-9	1	-4	-0.3	2
O=C(Oc1cccc(/C=N/NC(=O)c2ccccn2)c1)c1ccc([N+](=O)[O-])cc1	-173	-4	7	-34	-9	-0.1	-74	4	49	-0.7	1
COCCCN(C(=O)CC1OC(=O)c2ccccc21)c1c(N)n(Cc2ccccc2)c(=O)[nH]c1=O (stereo not drawn)	18	-12	6	12	-15	-0.2	-22	-2	6	-0.6	-1
COc1ccc(CC(=O)N/N=C/c2ccc(C)s2)cc1	-7	-22	-53	-130	-1	0.1	-26	-4	8	0.6	-2
COc1ccc(C(=O)OCC(=O)N2CCCC2=O)c(OC)c1	-14	1	-40	-13	-13	-0.2	-3	9	-17	-1.5	4
CC1CCCCN1S(=O)(=O)c1ccc(S(=O)(=O)N2CCN(c3ccc(F)cc3)CC2)cc1 (stereo not drawn)	12	15	19	7	20	0.3	-2	-12	-43	-0.1	-1
O=C(/C=C/c1ccco1)NC(=S)Nc1ccc(N2CCCC2)cc1	-6	6	-19	12	-11	-0.3	-18	-2	17	0.2	-3
Cc1cccnc1NC(=O)c1ccc(Br)o1	3	-10	-2	-4	-8	3.1	19	26	1	0.5	1
CCCCCOc1ccc(CSCCNC(=S)Nc2ccccc2)cc1	-5	-5	4	5	16	-0.3	-40	-2	30	-2.2	-1
COc1ccc(CN2C(=O)C(CC(=O)NCCCN(C)C)CC(C(=O)N(C(C)C)C(C)C)=C2C)cc1 (stereo not drawn)	4	-13	-2	.	-23	0.2	17	9	18	-0.5	.

Looked up above:
Under KKLEB tox, O=C(NCCOc1ccc(Cl)cc1)C1CCCCC1 reads 3
Under MITF TRPM1 inh, O=C(COC(=O)c1ccccc1NC(=O)c1ccccc1)c1cccc([N+](=O)[O-])c1 reads -7

Bioassay records deposited in PubChem BioAssay by several laboratories.
